# ELG1 genotox: genotoxicity induction in ELG1-luciferase HEK293T cells; HEK293T ELG1-luciferase reporter, luminescence, 16 h; Potency, µM (titrated, usually from 46 µM), for the others: at the highest dose activity change, positive = activation, hits mostly activators; actives 1.3% (n = 330,000); AID 504466; further: % of control where 0% means no effect; nearly all actives have a fitted effect of over 60% in size
#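 Screening used a luciferase reporter fused to human ELG1 in HEK293T cells. Luminescence was read on a CCD plate imager after 16 hr exposure and 30 min ONE-Glo incubation.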
# NPC1 promoter act: NPC1 promoter activation. Potency, µM (titrated, usually from 9.22 µM), for inactives: at the highest dose activation, most hits filed as activators. actives 2.4% (n = 320,000). Huh7 NPC1 promoter luciferase reporter, 24 h;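 further: % of control where 0% means no effect; nearly all actives have a fitted effect of over 60% in size; reporter is driven by a mutant NPC1 promoter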
#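 Luminescence from an NPC1 promoter-driven luciferase reporter in stably transfected Huh7 cells was measured after 24 h compound treatment at 37 °C, followed by 10 min ambient incubation with luciferase detection reagent.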
# BRCA1 expr up: activators of BRCA1 expression. Potency, µM (highest dose often 46.1 µM), without a hit: at the highest dose activation, most hits filed as activators. MCF7-BRCA1-FFLuc reporter, luminescence, 48 h; response scale: scaled: vehicle 0%, 10 µM genistein 100%. actives 1.1% (n = 380,000); further: nearly all actives have a fitted effect of over 80% in size; some results filed as inactive show a strong effect at the top dose
#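 First, MCF7-BRCA1-FFLuc cells (2000/well) attach for 2 h; next, compounds are pin-added and incubated 48 h at 37 °C; finally, luciferase reagent is added and luminescence read after 15 min.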
# FLuc counter: counter-screen for miR-21 project: firefly luciferase inhibitors or activators; P08659; purified FLuc, Km substrates, luminescence inhibition; Potency, µM (titrated, usually from 57.5 µM), for inactives: at the highest dose activity change, negative = inhibition, usual class: inhibitors; actives 6.9% (n = 360,000); AID 588342;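 further: plate controls were vehicle for no effect and reference inhibitor for full effect; nearly all actives have a fitted effect of over 55% in size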
#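 Biochemical qHTS of compounds, final roughly 60 µM downward over six points, against 10 nM purified firefly luciferase using Km concentrations of substrates (10 uM D-luciferin, 10 uM ATP) in Tris acetate pH 7.5 buffer; luminescence output.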
# MBNL1 CUG block: MBNL1-poly(CUG) RNA binding inhibition; Q9NR56; TR-FRET MBNL1-His/biotin-(CUG)12 binding, 665/545 ratio; Potency, µM (series often up to 57.5 µM), without a hit: top-dose activity change, negative = inhibition, usual class: inhibitors; actives 0.036% (n = 280,000); active means well fitted inhibition curve with a large enough effect in the signal ratio, with a control signal flat, not every such curve was filed as active; inconclusive means small, poorly fitted or top-dose-only effect, or effect the other way, or a change in a side signal; inactive means no such curve, though single readings can be large or run the other way; the % refers to the signal ratio; further: on the % scale 0 is the no-effect control and ±100 the full control effect
#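 Compounds (final 92 nM to 58 uM) are added to His-tagged MBNL1 and biotin-(CUG)12, then terbium anti-His antibody and streptavidin-XL665 (5 nM final). After 60 min at room temperature, the 665/545 nm ratio is read.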
# Gal4-VP16 FLuc: inhibits Gal4-VP16 luciferase reporter, ROR gamma counter-screen. Drosophila S2 Gal4-VP16 UAS-luciferase, luminescence, 20 h. Potency, µM (titrated, usually from 53.6 µM), for inactives: at the top dose activity, negative = inhibition, usual class: inhibitors. actives 3.5% (n = 310,000). AID 2546;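 further: Gal4-VP16 expression switched on by copper sulfate through the metallothionein promoter; on the % scale 0 is the no-effect control and ±100 the full control effect; nearly all actives have a fitted effect of over 50% in size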
# Rab9 promoter act: activators of Rab9 promoter; actives 2.8% (n = 320,000); AID 485297; Potency, µM (titrated, usually from 9.22 µM), inactives show top-dose activation, negative = inhibition, usual class: activators; Huh7 Rab9 promoter-luciferase reporter, luminescence, 24 h; further: % of control where 0% means no effect; nearly all actives have a fitted effect of over 60% in size
#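 Using Huh7 cells stably transfected with Rab9 promoter–luciferase, compounds were incubated 24 h at 37 °C, 5% CO2; luciferase luminescence was read 10 min after reagent addition.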
# CXXC DNA block: MLL CXXC-DNA interaction inhibition; Q03164; actives 0.037% (n = 290,000); MLL-CXXC / FITC-HOXA9 DNA fluorescence polarization; AID 2662; Potency, µM (series often up to 115 µM), without a hit: top-dose activity change, negative = inhibition, most hits filed as inhibitors; active means well fitted inhibition curve with a large enough effect in the polarisation, with a control signal flat, not every such curve was filed as active; inconclusive means small, poorly fitted or top-dose-only effect, or effect the other way, or a change in a side signal; inactive means no such curve, though single readings can be large or run the other way; the % refers to the polarisation
# Target sequence (Q03164 whole entry, looked up): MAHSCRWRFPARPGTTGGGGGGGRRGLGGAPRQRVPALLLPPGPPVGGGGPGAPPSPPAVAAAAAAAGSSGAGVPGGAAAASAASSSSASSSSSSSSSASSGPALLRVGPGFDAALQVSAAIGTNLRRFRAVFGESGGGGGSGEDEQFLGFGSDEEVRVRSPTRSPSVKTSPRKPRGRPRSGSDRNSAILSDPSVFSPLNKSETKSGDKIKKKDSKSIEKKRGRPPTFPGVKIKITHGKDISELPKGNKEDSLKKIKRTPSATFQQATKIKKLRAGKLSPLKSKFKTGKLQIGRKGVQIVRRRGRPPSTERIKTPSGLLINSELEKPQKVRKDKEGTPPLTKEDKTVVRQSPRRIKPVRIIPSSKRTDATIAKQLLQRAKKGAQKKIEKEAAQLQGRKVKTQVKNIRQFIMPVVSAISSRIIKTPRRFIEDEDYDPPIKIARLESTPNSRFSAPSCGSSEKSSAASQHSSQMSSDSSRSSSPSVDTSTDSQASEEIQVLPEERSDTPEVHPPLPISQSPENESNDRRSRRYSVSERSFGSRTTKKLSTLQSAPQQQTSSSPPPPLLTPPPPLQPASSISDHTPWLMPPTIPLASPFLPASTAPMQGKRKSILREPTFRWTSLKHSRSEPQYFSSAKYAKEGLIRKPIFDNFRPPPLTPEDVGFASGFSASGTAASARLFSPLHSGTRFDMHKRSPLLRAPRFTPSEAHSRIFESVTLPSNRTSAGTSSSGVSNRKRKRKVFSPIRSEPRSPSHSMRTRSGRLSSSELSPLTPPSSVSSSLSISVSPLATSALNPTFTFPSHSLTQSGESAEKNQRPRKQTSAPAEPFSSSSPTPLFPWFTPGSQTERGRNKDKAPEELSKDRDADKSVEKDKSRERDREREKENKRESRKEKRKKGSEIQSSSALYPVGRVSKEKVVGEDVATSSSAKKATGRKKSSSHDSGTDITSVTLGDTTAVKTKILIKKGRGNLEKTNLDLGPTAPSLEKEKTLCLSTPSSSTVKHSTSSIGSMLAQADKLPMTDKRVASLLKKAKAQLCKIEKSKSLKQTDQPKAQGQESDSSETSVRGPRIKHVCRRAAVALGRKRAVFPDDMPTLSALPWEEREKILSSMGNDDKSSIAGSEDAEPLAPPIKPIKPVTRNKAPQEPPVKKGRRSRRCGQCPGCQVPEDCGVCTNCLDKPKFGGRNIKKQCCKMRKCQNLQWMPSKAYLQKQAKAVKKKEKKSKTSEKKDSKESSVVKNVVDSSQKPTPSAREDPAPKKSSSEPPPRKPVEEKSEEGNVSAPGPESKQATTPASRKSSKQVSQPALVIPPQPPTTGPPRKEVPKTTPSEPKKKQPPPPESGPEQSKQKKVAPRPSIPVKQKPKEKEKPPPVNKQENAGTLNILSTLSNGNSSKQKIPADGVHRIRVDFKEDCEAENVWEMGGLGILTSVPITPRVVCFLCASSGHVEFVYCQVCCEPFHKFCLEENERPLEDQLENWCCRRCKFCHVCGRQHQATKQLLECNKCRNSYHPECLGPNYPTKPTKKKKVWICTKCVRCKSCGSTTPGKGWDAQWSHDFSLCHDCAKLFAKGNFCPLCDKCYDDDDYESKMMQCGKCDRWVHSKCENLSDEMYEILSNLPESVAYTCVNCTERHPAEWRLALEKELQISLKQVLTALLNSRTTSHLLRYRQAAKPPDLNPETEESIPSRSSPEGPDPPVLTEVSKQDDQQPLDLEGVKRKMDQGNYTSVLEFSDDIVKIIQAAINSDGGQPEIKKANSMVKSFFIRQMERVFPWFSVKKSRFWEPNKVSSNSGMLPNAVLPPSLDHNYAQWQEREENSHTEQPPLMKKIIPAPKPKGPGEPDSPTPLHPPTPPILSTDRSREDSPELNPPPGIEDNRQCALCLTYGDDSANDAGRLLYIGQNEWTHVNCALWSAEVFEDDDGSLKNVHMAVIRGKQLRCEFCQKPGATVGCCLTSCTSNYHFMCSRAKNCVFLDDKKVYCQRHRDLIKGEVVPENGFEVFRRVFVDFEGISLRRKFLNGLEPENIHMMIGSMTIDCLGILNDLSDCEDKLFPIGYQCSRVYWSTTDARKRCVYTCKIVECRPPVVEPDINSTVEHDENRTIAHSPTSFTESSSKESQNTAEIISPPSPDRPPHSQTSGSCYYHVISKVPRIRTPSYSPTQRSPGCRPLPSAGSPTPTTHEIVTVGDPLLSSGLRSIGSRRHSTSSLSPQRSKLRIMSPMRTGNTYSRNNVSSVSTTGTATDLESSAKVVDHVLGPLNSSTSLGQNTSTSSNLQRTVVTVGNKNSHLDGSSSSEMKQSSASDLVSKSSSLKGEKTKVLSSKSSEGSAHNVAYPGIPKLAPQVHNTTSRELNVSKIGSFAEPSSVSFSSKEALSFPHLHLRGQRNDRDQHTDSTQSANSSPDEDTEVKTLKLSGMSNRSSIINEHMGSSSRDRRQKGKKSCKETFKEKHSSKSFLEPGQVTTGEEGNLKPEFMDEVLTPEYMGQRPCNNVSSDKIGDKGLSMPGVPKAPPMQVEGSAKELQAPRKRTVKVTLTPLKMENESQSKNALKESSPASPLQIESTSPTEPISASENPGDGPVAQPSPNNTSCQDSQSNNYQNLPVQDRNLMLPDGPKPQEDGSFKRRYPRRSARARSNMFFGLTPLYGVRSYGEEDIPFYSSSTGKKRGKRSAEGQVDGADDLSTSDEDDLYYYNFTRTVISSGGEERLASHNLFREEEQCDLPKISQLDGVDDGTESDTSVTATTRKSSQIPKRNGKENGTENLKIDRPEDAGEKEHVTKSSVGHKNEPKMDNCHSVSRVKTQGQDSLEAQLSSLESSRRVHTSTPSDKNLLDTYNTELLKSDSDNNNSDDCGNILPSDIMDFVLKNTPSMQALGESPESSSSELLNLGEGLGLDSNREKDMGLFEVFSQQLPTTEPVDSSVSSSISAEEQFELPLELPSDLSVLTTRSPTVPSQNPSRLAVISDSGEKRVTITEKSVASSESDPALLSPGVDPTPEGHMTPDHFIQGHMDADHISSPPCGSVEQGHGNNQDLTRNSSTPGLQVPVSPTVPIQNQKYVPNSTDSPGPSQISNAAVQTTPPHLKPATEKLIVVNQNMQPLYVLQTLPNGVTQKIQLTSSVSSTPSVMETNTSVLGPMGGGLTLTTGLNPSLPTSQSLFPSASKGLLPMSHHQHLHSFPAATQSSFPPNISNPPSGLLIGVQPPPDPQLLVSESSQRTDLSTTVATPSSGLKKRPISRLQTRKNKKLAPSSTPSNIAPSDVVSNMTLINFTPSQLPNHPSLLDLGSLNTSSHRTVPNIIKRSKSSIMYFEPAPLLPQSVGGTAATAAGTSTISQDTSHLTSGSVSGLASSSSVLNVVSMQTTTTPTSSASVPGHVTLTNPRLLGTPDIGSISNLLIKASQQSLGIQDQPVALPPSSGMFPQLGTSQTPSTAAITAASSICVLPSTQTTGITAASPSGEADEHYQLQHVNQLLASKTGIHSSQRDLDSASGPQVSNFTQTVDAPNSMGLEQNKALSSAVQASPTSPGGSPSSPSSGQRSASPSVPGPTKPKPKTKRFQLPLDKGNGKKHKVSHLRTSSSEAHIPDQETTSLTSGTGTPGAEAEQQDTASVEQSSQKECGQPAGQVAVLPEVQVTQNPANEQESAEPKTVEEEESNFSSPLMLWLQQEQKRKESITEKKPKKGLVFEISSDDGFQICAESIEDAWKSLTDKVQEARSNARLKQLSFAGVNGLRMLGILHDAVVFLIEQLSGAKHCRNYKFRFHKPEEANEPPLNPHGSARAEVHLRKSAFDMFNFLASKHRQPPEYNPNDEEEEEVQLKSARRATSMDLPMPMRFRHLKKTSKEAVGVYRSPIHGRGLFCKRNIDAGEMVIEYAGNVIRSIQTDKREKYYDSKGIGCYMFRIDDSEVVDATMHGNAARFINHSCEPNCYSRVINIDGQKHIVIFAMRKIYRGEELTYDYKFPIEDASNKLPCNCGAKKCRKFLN
#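 Fluorescence polarization: 7 uM MLL-CXXC (stock) preincubated 5 min with compounds, then 50 nM fluorescein-HOX-A9 DNA (stock) added; 30 min ambient. Buffer 50 mM Tris-HCl pH 7.5, 50 mM NaCl, 1 mM DTT, 0.05% BSA.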
# RORgamma inh: blocks mouse ROR gamma transcriptional activity; P51450; Drosophila S2 Gal4-RORgamma UAS-luciferase reporter, 20 h; Potency, µM (titrated, usually from 53.6 µM), inactives show top-dose activity change, negative = inhibition, hits mostly inhibitors; actives 5.4% (n = 310,000); AID 2551; further: on the % scale 0 is the no-effect control and ±100 the full control effect; nearly all actives have a fitted effect of over 60% in size
#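 Luminescence from a UAS-regulated Photinus luciferase reporter in stably transfected Drosophila Schneider cells is measured; decreased signal marks ROR gamma inhibition. Fusion expression is induced by 700 uM copper sulfate for 20 hr.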
# p53 reactivator: mutant p53 re-activation in reporter cells. H1299 p53-A138V BP100-luciferase reporter, luminescence, 24 h. Potency, µM (series often up to 92.2 µM), without a hit: top-dose activity change, positive = activation, usual class: activators. actives 0.063% (n = 320,000); further: % of control where 0% means no effect; nearly all actives have a fitted effect of over 45% in size
#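 H1299 (p53-null), stable ts p53-A138V + BP100-Luc; 1000 cells/well, Opti-MEM/10% FBS; cpd 4 pt, 1:5; 24 h, 37 deg C, 5% CO2; detection reagent 10 min RT; luminescence.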
# uPA generation: blocks generation of uPA at the cell surface. cell surface uPA generation assay, qHTS. AID 540303. Potency, µM (titrated, usually from 38.3 µM), for inactives: at the highest dose activity change, negative = inhibition, actives largely listed as inhibitors. actives 0.31% (n = 330,000); active means well fitted inhibition curve with a large enough effect; inconclusive means small, poorly fitted or top-dose-only effect; inactive means no such curve, though single readings can be large or run the other way; tested in mouse RAW 264.7 cells; further: on the % scale 0 is the no-effect control and ±100 the full control effect; nearly all actives have a fitted effect of over 55% in size
# Numbers without * were called inactive; ? = inconclusive; / = no result given; [ ] = remark or other dose. Unless noted, the call rests on the fitted dose curve; in most records, active means well fitted curve in the direction sought with a large enough effect; inconclusive means small, poorly fitted or top-dose-only effect, or another doubt; inactive means no such curve, though single readings can be large; an effect the other way counts as inactive or inconclusive. Potency means the concentration at half of the fitted maximal effect. Only part of the results is shown (hit frequency here may not be typical).
1: O=C(Nc1ccccc1-c1nc2ccccc2s1)c1cccnc1Cl
2: O=C(NC1(C(F)(F)F)NC(=O)N(Cc2ccco2)C1=O)c1cccs1 (stereo not given)
3: CC12CN3CC(C)(CN(C1)C3c1ccc3c(c1)OCO3)C2=O (stereo not given)
4: Cc1cc(S(=O)(=O)NC2CCCCC2)ccc1OCC(=O)NCc1cccnc1
5: Cc1cc(C)cc(Nc2ccc(C(=O)O)cc2[N+](=O)[O-])c1
Screen / compound no.,1,2,3,4,5
ELG1 genotox,-5%,0%,0%,0%,-4%
NPC1 promoter act,1%,1%,0%,0%,-3%
BRCA1 expr up,-36%,8%,-8%,0%,-15%
FLuc counter,1%,3%,5%,-2%,3%
MBNL1 CUG block,17%,-1%,-2%,1%,?
Gal4-VP16 FLuc,0%,-7%,0%,8%,13%
Rab9 promoter act,4%,0%,1%,-1%,-3%
CXXC DNA block,2%,12%,0%,-2%,6%
RORgamma inh,-19%,2%,-16%,-2%,-12%
p53 reactivator,-12%,17%,-4%,-3%,-1%
uPA generation,1%,-1%,-4%,/,-5%

6: Cc1ccc(C)c(S(=O)(=O)N2CCN(C(=O)c3ccccc3Cc3ccccc3)CC2)c1
7: Cc1cc(C)cc(NC(=S)N(Cc2ccc(Br)cc2)Cc2ccc(C(=O)O)cc2)c1
8: CCOC(=O)C(=O)Nc1nc(-c2ccccc2)c(-c2ccccc2)o1
9: COc1cccc(C2c3[nH]c4ccccc4c3C[C@H]3C(=O)N(c4ccccc4C(=O)NCCCN4CCOCC4)C(=O)N23)c1 (stereo not given in full)
10: CCn1c(N2CCN(C(=S)NCCc3ccccc3)CC2)nc2ccccc21
Screen / compound no.,6,7,8,9,10
ELG1 genotox,-3%,-7%,0%,-5%,-6%
NPC1 promoter act,-1%,-1%,-2%,-5%,0%
BRCA1 expr up,-41%,0%,24%,-8%,-48%
FLuc counter,-1%,?,2%,1%,-1%
MBNL1 CUG block,/,8%,-2%,8%,-1%
Gal4-VP16 FLuc,/,-10%,-16%,?,9%
Rab9 promoter act,1%,-4%,-4%,-4%,0%
CXXC DNA block,/,10%,?,4%,-4%
RORgamma inh,/,11%,20µM*,9%,0%
p53 reactivator,-14%,3%,-6%,13%,5%
uPA generation,-1%,-1%,1%,-24%,12%

11: O=C(CSc1nnc2c(Cl)cc(C(F)(F)F)cn12)N(Cc1ccccc1)Cc1ccccc1
12: CCn1c(C)nc2cc(C(=O)NNS(=O)(=O)c3c(C)c(C)cc(C)c3C)ccc21
13: C/C(=N\NC(=O)CNC(=O)c1ccco1)c1ccc(Br)cc1
14: CC(Oc1cccc(Cl)c1)C(=O)NC1CC(C)(C)NC(C)(C)C1 (stereo not given)
15: Cc1ccc(C(=O)CCC(=O)Nc2ccc(Cl)c(S(=O)(=O)Nc3cccc(Cl)c3)c2)cc1
Screen / compound no.,11,12,13,14,15
ELG1 genotox,-5%,-1%,1%,3%,-2%
NPC1 promoter act,-4%,-2%,-1%,-2%,-2%
BRCA1 expr up,-25%,3%,-2%,-6%,-40%
FLuc counter,-2%,3%,1%,1%,1%
MBNL1 CUG block,19%,2%,5%,-7%,?
Gal4-VP16 FLuc,-4%,17%,-4%,-1%,4%
Rab9 promoter act,-8%,-3%,-9%,3%,-5%
CXXC DNA block,7%,3%,?,2%,-6%
RORgamma inh,13%,4%,3%,7%,23%
p53 reactivator,-7%,2%,-8%,-1%,2%
uPA generation,5%,4%,2%,-97%,2%

16: O=[N+]([O-])c1cc(-c2ncccn2)c([N+](=O)[O-])s1
17: Cc1noc(C)c1CSc1nc2sc3c(c2c(=O)n1C)CCCC3
18: COC(=O)c1ccc(COc2ccccc2/C=C/C(=O)c2ccc(OCC(=O)O)cc2)cc1
19: Cc1ccc(-n2c(-c3cc(C)n(C)n3)n[nH]c2=S)cc1
20: C=C(c1ccccc1Cl)[n+]1ccccc1
Screen / compound no.,16,17,18,19,20
ELG1 genotox,-11%,0%,-5%,1%,-7%
NPC1 promoter act,-6%,-3%,0%,6%,-10%
BRCA1 expr up,-102%[inhibitor],-30%,-57%,-5%,-9%
FLuc counter,-7%,0%,5.4µM*,0%,4%
MBNL1 CUG block,?,-10%,-2%,-2%,1%
Gal4-VP16 FLuc,7.1µM*,-2%,2%,-2%,-15%
Rab9 promoter act,-13%,-11%,3%,4%,-14%
CXXC DNA block,4%,-2%,3%,3%,1%
RORgamma inh,4µM*,-17%,-1%,11µM*,-3%[1.91 µM]
p53 reactivator,-14%,-6%,22%,-2%,/
uPA generation,?,/,-2%,2%,-9%

21: COC(=O)C1=C(C)N=c2s/c(=C3\C(=O)Nc4ccccc43)c(=O)n2C1c1ccccc1 (stereo not given)
22: CSc1nccc(-c2nn(-c3ccc(C)cc3)ccc2=O)n1
23: COC(=O)c1ccccc1NC(=S)NC(=O)CC(C)C
24: CCCC(C)NC(=O)COC(=O)c1ccccc1SCC(=O)NC(C)CCC (stereo not given)
25: O=C(N/N=C/c1cc2c(cc1Br)OCO2)C1COc2ccccc2O1 (stereo not given)
Screen / compound no.,21,22,23,24,25
ELG1 genotox,-3%,?,0%,-2%,?
NPC1 promoter act,-8%,-13%,1%,-1%,?
BRCA1 expr up,/,-77%,4%,-6%,38%
FLuc counter,4%,6%,4%,1%,13µM*
MBNL1 CUG block,-1%,?,-2%,-2%,6%
Gal4-VP16 FLuc,-16%,4%,?,4%,4%
Rab9 promoter act,-4%,-29%,0%,8%,?
CXXC DNA block,9%,19%,23%,1%,16%
RORgamma inh,-19%,6%,13µM*,19%,3%
p53 reactivator,-4%,2%,0%,-4%,5%
uPA generation,/,-13%,/,-1%,6%

# 2 records drawn at random from those above, as already listed:
24: CCCC(C)NC(=O)COC(=O)c1ccccc1SCC(=O)NC(C)CCC (stereo not given)
25: O=C(N/N=C/c1cc2c(cc1Br)OCO2)C1COc2ccccc2O1 (stereo not given)
Screen / compound no.,24,25
ELG1 genotox,-2%,?
NPC1 promoter act,-1%,?
BRCA1 expr up,-6%,38%
FLuc counter,1%,13µM*
MBNL1 CUG block,-2%,6%
Gal4-VP16 FLuc,4%,4%
Rab9 promoter act,8%,?
CXXC DNA block,1%,16%
RORgamma inh,19%,3%
p53 reactivator,-4%,5%
uPA generation,-1%,6%

# Other results follow:
26: CCOC(=O)Cc1cc(=O)[nH]c(/N=C(/NC(=O)c2ccccc2)Nc2ccccc2C(F)(F)F)n1
27: C=CCOC(=O)CCC(=O)Nc1cccc2ccccc12
28: CN(N)C(=S)Nc1ccc(F)cc1
29: CCc1n[nH]c2c1C(=O)CC(C)(C)C2
30: O=C(CNC(=O)c1ccc(Cl)c([N+](=O)[O-])c1)OC1CCCCC1=O (stereo not given)
Screen / compound no.,26,27,28,29,30
ELG1 genotox,-1%,3%,0%,-2%,3%
NPC1 promoter act,15%,-5%,-2%,-1%,0%
BRCA1 expr up,-11%,-18%,0%,1%,-2%
FLuc counter,-2%,-1%,1%,-1%,-1%
MBNL1 CUG block,3%,0%,-6%,-3%,/
Gal4-VP16 FLuc,4%,-8%,4%,-4%[0.365 µM],/
Rab9 promoter act,1%,-5%,1%,-3%,-3%
CXXC DNA block,2%,-4%,1%,0%,/
RORgamma inh,19%,-10%,-3%,-26%,/
p53 reactivator,-1%,5%,4%,11%,1%
uPA generation,/,4%,5%,-3%,-1%

31: O=C(Cc1ccccc1F)Nc1ccc(S(=O)(=O)N2CCCCC2)cc1
32: CCOC(=O)C(C)/C(C)=N/NC(N)=S (stereo not given)
33: Cc1ccc2nc(SCC(=O)Nc3ncccn3)[nH]c2c1
34: CCC(=O)N(CCC(c1ccc(C)cc1)c1ccco1)Cc1ccco1 (stereo not given)
35: Nc1ncc([N+](=O)[O-])cc1Br
36: Cc1c(Br)ccc(NC(=O)CCN2C(=O)C3C4CCC(C4)C3C2=O)c1C (stereo not given)
Screen / compound no.,31,32,33,34,35,36
ELG1 genotox,-3%,1%,1%,-7%,-5%,1%
NPC1 promoter act,-8%,4%,-1%,-1%,-5%,12%
BRCA1 expr up,-4%,-1%,-12%,-7%,13%,51%
FLuc counter,1%,2%,-16%,4%,6%,-13%
MBNL1 CUG block,-4%,/,-7%,/,?,-1%
Gal4-VP16 FLuc,3%,1.3µM*,-7%,28%,-2%,17%
Rab9 promoter act,18%,-2%,15%,1%,-2%,18%
CXXC DNA block,-4%,-2%,16%,4%,12%,-4%
RORgamma inh,6%,0.71µM*,-2%,24%,31%,?
p53 reactivator,-22%,11%,5%,0%,-1%,5%
uPA generation,-7%,-1%,5%,-2%,-2%,1%

# Screening results deposited in PubChem by National Center for Advancing Translational Sciences (NCATS).
